BAZ2B inh: qHTS Assay for Inhibitors of BAZ2B; AlphaScreen BAZ2B-H3K14Ac peptide displacement; Potency, µM (top dose mostly 114 µM), for inactives: at the top dose activity change, negative = inhibition, most hits filed as inhibitors; 4.4% of 360,000 active; note: % is set by controls: 0 for no effect and ±100 for the full control effect; nearly all actives have a fitted effect of over 60% in size
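Compounds, titrated to a top concentration of 110 uM, were incubated 30 min at room temperature with preformed BAZ2B/acetyl-K14 H3 peptide complex (50 nM each). Proximity signal was measured by AlphaScreen after 20 min with beads.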
BLM helicase inh: qHTS Assay for Inhibitors of Bloom's syndrome helicase (BLM); AID 2528, 2010; Potency, µM (titrated, usually from 56.1 µM), inactives show at the top dose activity change, negative = inhibition, hits mostly inhibitors; recombinant BLM DNA unwinding, fluorescence dequenching; RecQ-like DNA helicase BLM (Homo sapiens), P54132; 0.2% of 350,000 active;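 note: plate controls were vehicle for no effect and no enzyme for full effect; nearly all actives have a fitted effect of over 35% in size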
Pol iota inh: qHTS for Inhibitors of Polymerase Iota. DNA polymerase iota (Homo sapiens), Q9UNA4. Pol iota fluorescent replication assay, 10 min. Potency, µM (titrated, usually from 115 µM), inactives show at the highest dose activity, negative = inhibition, usual class: inhibitors. 1% of 390,000 active
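Pol iota at 10 nM preincubated 15 min with compounds at room temperature; reaction started with fluorescent substrate, 50 nM final. Fluorescence read kinetically at 0 and 10 min; buffer-only wells as negative control.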
APE1 inh: qHTS Assay for Inhibitors of the Human Apurinic/apyrimidinic Endonuclease 1 (APE1); recombinant APE1, TAMRA/BHQ-2 abasic DNA cleavage fluorescence; Potency, µM (highest dose often 65.8 µM), for inactives: at the highest dose activity change, negative = inhibition, hits mostly inhibitors; 0.35% of 350,000 active;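 note: plate controls were vehicle for no effect and reference inhibitor for full effect; nearly all actives have a fitted effect of over 55% in size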
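Step 1: APE1 (0.75 nM) with compound, 15 min RT. Step 2: add 50 nM fluorophore/quencher THF duplex. Step 3: three fluorescence reads 60 s apart (525/598 nm); read 3 minus read 1 = reaction progress.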
JMJD2A Tudor inh: qHTS Assay for Inhibitors of JMJD2A-Tudor Domain | Lysine-specific demethylase 4A (Homo sapiens), O75164 | AlphaScreen JMJD2A-Tudor / H3K4me3 peptide binding | Potency, µM (series often up to 114 µM), inactives show at the top dose activity change, negative = inhibition, actives largely listed as inhibitors | 4.4% of 390,000 active; note: % is set by controls: 0 for no effect and ±100 for the full control effect; nearly all actives have a fitted effect of over 50% in size
Target sequence (O75164 whole entry, looked up, the tested form may be a part): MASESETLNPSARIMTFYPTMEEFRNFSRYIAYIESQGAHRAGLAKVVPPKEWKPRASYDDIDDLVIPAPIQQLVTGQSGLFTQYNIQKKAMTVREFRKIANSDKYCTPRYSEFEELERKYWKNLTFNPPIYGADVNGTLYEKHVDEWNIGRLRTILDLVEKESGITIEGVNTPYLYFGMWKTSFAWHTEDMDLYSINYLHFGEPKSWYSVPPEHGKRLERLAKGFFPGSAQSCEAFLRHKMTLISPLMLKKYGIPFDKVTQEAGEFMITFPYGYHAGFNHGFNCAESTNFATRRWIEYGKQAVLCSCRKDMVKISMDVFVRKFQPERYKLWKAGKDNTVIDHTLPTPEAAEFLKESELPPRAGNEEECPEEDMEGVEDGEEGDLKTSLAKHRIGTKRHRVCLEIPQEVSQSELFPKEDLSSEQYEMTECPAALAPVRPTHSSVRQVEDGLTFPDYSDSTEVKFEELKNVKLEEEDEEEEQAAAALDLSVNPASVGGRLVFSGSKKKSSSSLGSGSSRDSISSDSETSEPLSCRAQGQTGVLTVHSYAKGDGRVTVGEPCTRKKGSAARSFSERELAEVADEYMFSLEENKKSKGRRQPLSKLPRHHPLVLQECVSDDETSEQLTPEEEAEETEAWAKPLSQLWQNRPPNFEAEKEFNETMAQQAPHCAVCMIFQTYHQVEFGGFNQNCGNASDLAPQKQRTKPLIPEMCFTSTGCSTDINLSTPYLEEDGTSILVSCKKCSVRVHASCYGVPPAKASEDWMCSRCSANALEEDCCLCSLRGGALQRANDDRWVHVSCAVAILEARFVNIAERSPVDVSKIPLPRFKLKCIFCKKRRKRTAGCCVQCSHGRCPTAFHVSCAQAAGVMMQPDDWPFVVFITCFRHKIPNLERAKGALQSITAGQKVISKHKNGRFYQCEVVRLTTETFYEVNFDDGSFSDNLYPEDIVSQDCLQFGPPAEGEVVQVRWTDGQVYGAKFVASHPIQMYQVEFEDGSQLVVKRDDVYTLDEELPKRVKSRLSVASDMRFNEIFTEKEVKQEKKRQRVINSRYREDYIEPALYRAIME
POLK inh: qHTS for Inhibitors of Polymerase Kappa. DNA polymerase kappa (Homo sapiens), Q9UBT6. purified Pol kappa, fluorescent DNA synthesis assay, 10 min. Potency, µM (doses to about 107 µM), for inactives: at the top dose activity, negative = inhibition, actives largely listed as inhibitors. 0.53% of 400,000 active; note: % is set by controls: 0 for no effect and ±100 for the full control effect
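10 nM Pol kappa was preincubated with compounds for 15 min at room temperature. Reaction started with 50 nM (final) substrate. Fluorescence read kinetically at 0 and 10 min.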
Pol beta inh: qHTS Assay for Inhibitors of DNA Polymerase Beta; 1.3% of 340,000 active; P06746; Pol beta primer extension/strand displacement, fluorescence kinetic; Potency, µM (highest dose often 114 µM), without a hit: at the highest dose activity change, negative = inhibition, hits mostly inhibitors; note: % is set by controls: 0 for no effect and ±100 for the full control effect
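Human Pol beta at 10 nM; strand-displacement substrate 50 nM final. Compound exposure 15 min at room temperature before start, reaction 10 min at room temperature.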
G9a block: qHTS Assay for Inhibitors of Histone Lysine Methyltransferase G9a; AID 504332, 2011; G9a H3K9 monomethylation, AlphaScreen, 2 h; Potency, µM (series often up to 102 µM), inactives show top-dose activity, negative = inhibition, most hits filed as inhibitors; 8.8% of 350,000 active; note: % is set by controls: 0 for no effect and ±100 for the full control effect; nearly all actives have a fitted effect of over 75% in size
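Step 1: enzyme (final 20 nM) with compound, 15 min RT. Step 2: substrate peptide 500 nM and SAM 20 uM, 2 h RT. Step 3: anti-H3K9me1 antibody and AlphaScreen beads, 10 min, then plate read.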
Pol eta inh: qHTS for Inhibitors of Polymerase Eta; DNA polymerase eta (Homo sapiens), Q9Y253; 1.2% of 390,000 active; Potency, µM (doses to about 114 µM), for the others: at the highest dose activity change, negative = inhibition, most hits filed as inhibitors; AID 588591, 2011; recombinant Pol eta, fluorescent DNA replication assay; note: % is set by controls: 0 for no effect and ±100 for the full control effect
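Pol eta at 10 nM preincubated with compounds 15 min at room temperature; reaction started with fluorescent substrate (50 nM final) and read kinetically at 0 and 10 min.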
* = called active by the depositor; ? = inconclusive; · = not tested or not shown; [ ] = another dose, or the depositor's remark. Calls come from the whole dose curve; as a rule, active = well fitted curve in the direction sought with a large enough effect; inconclusive = small, poorly fitted or top-dose-only effect, or another doubt; inactive = no such curve, though single readings can be large; an effect the other way counts as inactive or inconclusive. Potency is the fitted concentration of half-maximal effect. A portion of the library, so the mix of outcomes need not match the whole.

BAZ2B inh | BLM helicase inh | Pol iota inh | APE1 inh | JMJD2A Tudor inh | POLK inh | Pol beta inh | SMILES | G9a block | Pol eta inh
-14% | -8% | 19% | 18% | -13% | -25% | -2% | CC(C)COc1cccc(C(=O)NNC(=O)C2COc3ccccc3O2)c1 (stereo not given) | 47% | -7%
-6% | -1% | 2% | 16% | 3% | -8% | 3% | Cc1nn(Cc2ccc(Cl)cc2)c(C)c1NC(=O)c1c(-c2ccccc2)noc1C | 18%[59 µM] | -10%
2% | 2% | 4% | · | -15% | -17% | 12% | CCCCN(CCCC)CCNC(=O)Cn1nc(C)n2c(cc3sccc32)c1=O | 5%[59 µM] | -2%
-6% | 4% | 7% | 12% | -1% | -7% | 15% | Cc1ccc(C(=O)Nc2cc(=O)n(C)c(=O)n2C)o1 | -24%[59 µM] | -14%
5% | 0% | 23% | 1% | -1% | -12% | 0% | CC(C)CN(C(=O)CN1CCN(S(=O)(=O)c2ccccc2)CC1)c1c(N)n(CC(C)C)c(=O)[nH]c1=O | 15% | -23%
-16% | · | 28% | 30% | -14% | -10% | · | CCOc1ccc(-n2ccnc(SCC(=O)NC3CCCC3)c2=O)cc1 | -13% | -19%
10% | -1% | 32%[activator] | 5% | -20% | -22% | 2% | O=C(CCSc1nc2ccccc2s1)N/N=C/c1c(O)ccc2ccccc12 | 3%[59 µM] | -6%
· | · | -7% | · | 35µM* | 8% | · | Clc1ccc(C2Nc3cccc4cccc(c34)N2)c(Cl)c1 | · | -21%
? | -4% | -20% | 7% | -25%[57.1 µM] | -8% | 21% | CCOC(=O)c1cc(-c2ccccc2)n(CCC(=O)N2CCN(c3ccccn3)CC2)c1C | -16%[59 µM] | -18%
-18% | -2% | -9% | 4% | -32% | 3% | 32% | O=S(=O)(c1ccc(NC(=S)Nc2ccccc2)cc1)N1CCOCC1 | 79µM* | -18%
-10% | -6% | 1% | -1% | -21% | 0% | -12% | COc1ccc(C2CC(c3ccc(F)cc3)n3nc(NC(=O)c4ccco4)nc3N2)cc1 (stereo not given) | · | -6%
-4% | -6% | 112%[activator] | -5% | -1% | -9% | 22% | O=C(c1ccc([N+](=O)[O-])s1)N1CCc2ccccc2C1 | -44% | -18%
-5% | -4% | -3% | 0% | 4% | -7% | 19% | Cc1cccc(OCc2nnc(SCC(=O)Nc3cc(C)on3)n2C)c1 | 4%[12.7 µM] | -11%
-5% | -7% | 29% | -13% | -30%[11.4 µM] | -2% | 1% | CCc1nnc(NC(=O)c2ccc(S(C)(=O)=O)cc2)s1 | · | 21%
1% | -5% | 5% | -1% | 5% | 1% | 5% | CCc1sc(C(=O)N2CCN(c3ncccn3)CC2)cc1Br | 9% | -5%
-3% | -3% | -4% | 3% | -6% | -9% | 11% | O=C(CN1CCCN(Cc2ccc(F)cc2Cl)C1=O)NCc1ccccc1 | 11%[59 µM] | -10%
35µM* | -19% | ? | -4% | 45µM* | -52% | ? | Cn1c(=O)c(C#N)c(-c2ccc(F)cc2)c2cc(C(=O)c3cc(Cl)cc(Cl)c3O)cnc21 | ? | 40µM*
-3% | · | 20% | -1% | -26% | -16% | · | CC(C)(C)OC(=O)NCCCCCNC(=O)c1[nH]cnc1C(=O)Nc1ccc(Cl)cc1 | 6%[0.501 µM] | -16%
· | 1% | · | 1% | · | -2%[60.1 µM] | · | CCNc1ncc2nc(-c3cccs3)c(=O)n(C)c2n1 | -3%[0.501 µM] | ·
-3% | 4% | 20% | 5% | -33% | 4% | -10% | CCOC(=O)c1ccc(N2CN(CCc3ccccc3)CNC2=S)cc1 | 1%[59 µM] | -16%
-2% | -2% | 0% | · | -8% | 6% | 9% | O=C(COCc1cc(-c2ccc3c(c2)OCO3)on1)Nc1cccc(O)c1 | 8%[59 µM] | -18%
-3% | 4% | 137%[activator] | 47% | -13% | -1% | 17% | Cc1[nH]n(C(N)=S)c(=O)c1N=Nc1cccc(C(F)(F)F)c1 | 37% | -3%
-5% | · | -15% | 2% | -8% | ? | · | Cc1ccc(S(=O)(=O)N(CCC(=O)N2CCOCC2)c2ccccc2)cc1 | 14µM* | -14%
-25% | 7% | -5%[58.9 µM] | 1% | -8% | -9% | 0% | CCOC(=O)c1c(C)[nH]c(C(=O)OCC(=O)Nc2cc(Cl)ccc2OC)c1C | · | 2%
-7% | 1% | 18% | · | -20% | -10% | 0% | Cc1coc2c(C)c3oc(=O)c(CC(=O)N4CCCCC4)c(C)c3cc12 | 4%[59 µM] | -14%
-5% | · | 4% | -18% | -9% | -17% | · | O=C(CSC1=Nc2ccccc2C2CC=NN12)Nc1ccc(F)c(F)c1F (stereo not given) | 13%[12.7 µM] | -2%
9% | -4% | -3% | -5% | 1% | 11% | 0% | COc1cccc(C2C(C(=O)OCc3ccccc3)=C(C)Nc3ncnn32)c1OC (stereo not given) | -3% | -7%
-25% | -1% | 36%[activator] | · | -16% | 8% | 28% | CCOC(=O)c1c(C)[nH]c(C)c1S(=O)(=O)N1CCC(C(=O)NCc2ccc(N(C)C)cc2)CC1 | ? | -19%
-13% | 0% | 73%[activator] | · | 5% | -16% | 0% | CCc1ccc(Oc2nc3c(C)cccn3c(=O)c2/C=C(\C#N)c2nc3ccccc3[nH]2)cc1 | -5%[59 µM] | -13%
-12% | 3% | -16% | -4% | -4% | 6% | 21% | CC(C)(C)n1cc(S(=O)(=O)c2ccccc2)[nH]c1=O | 24% | -8%
? | 3% | 0% | 9% | ? | 2% | 16% | COc1ccc(/C=C2\SC(=S)N(CCCC(=O)N3CCN(C)CC3)C2=O)cc1 | ? | -20%
45µM* | 14µM* | 49%[activator] | 22µM* | -1% | -1% | 40µM* | Cc1cccc(N2CCC(N3CCN(C4CCCCC4)C(CCO)C3)CC2)c1C (stereo not given) | 16µM* | -2%
11% | · | 12% | -25% | -14% | -4% | · | O=C(OCCCOC(=O)c1ccc([N+](=O)[O-])o1)c1ccc([N+](=O)[O-])o1 | 4%[59 µM] | -15%
5% | 0% | 19% | 11% | -16% | -5% | 29% | O=C(COc1ccccc1-c1ccccc1)N/N=C/c1ccc2ccccc2c1 | 19%[59 µM] | -22%
3% | 0% | 5% | 6% | -29% | -5% | 0.11µM* | COc1ccc(NC(=O)CN(c2ccc([N+](=O)[O-])cc2)S(=O)(=O)c2ccccc2)cc1 | ? | -17%
-24% | 1% | -1% | 20% | 0% | 3% | 1% | CC(=O)Nc1cccc(OCCCNS(=O)(=O)c2ccc(C#N)cc2)c1 | 11% | -14%
8% | -10% | 49%[activator] | -3% | -8% | -6% | 37% | Cc1ccccc1NC(=O)CCN1C(=O)CSC1=O | -5%[59 µM] | -6%
· | · | 3% | -6% | -30% | -11% | · | C=CCC[C@H](Cc1ccc(F)cc1)C(=O)OC[C@H](Cc1c[nH]c2ccccc12)NC(=O)[C@H](CC=C)CC(=O)N(CCO)Cc1ccccc1 | · | -17%
-23% | -2% | 28% | 51% | -19% | -12% | 30% | O=C(Nc1cccc(F)c1)Nc1ccnn1C1CCN(C(=O)c2cscn2)CC1 | -47% | -1%
-7% | -2% | 7% | 0% | -20% | -3% | 18% | O=C(c1ccncc1)N1c2ccccc2Sc2ccccc21 | -39% | -9%
? | -9% | 8% | -3% | -5% | -15% | 0% | Cc1ccc(S(=O)(=O)Nc2ccsc2C#N)cc1 | 40µM* | 3%
6% | · | -8% | 24% | -15% | -6% | · | COc1ccccc1-c1nn(-c2ccccc2)cc1C(=O)NC1CC1 | 14%[59 µM] | -8%
4% | 2% | ? | 1% | -11%[11.4 µM] | 0% | -2% | Cc1cccc(OCc2nc3ccccc3c(=O)n2N)c1 | -1%[12.7 µM] | -18%
· | · | 10% | 22% | -8% | -5% | · | O=C(Cc1ccc(Cl)cc1)NNC(=O)C(=O)NC1CCCCC1 | · | -15%
-4% | -5% | 10% | · | -17% | -2% | 40% | CCOc1ccc(CCNC(=O)Cn2nc(CC)n3c(cc4sccc43)c2=O)cc1 | 10%[59 µM] | -10%
-7% | 4% | 46%[activator] | · | -16% | -6% | 2% | CCC(C)NC(=O)Cn1ncc2c(C)n(Cc3ccc(F)cc3)c(C)c2c1=O (stereo not given) | 6%[59 µM] | -1%
-6% | 0% | -11% | 12% | -12% | 1% | ? | CSc1nsc(SCC(=O)N2CCN(c3ccccc3)CC2)n1 | -20%[12.7 µM] | -16%
-11% | -9% | 89µM* | · | -26% | -19% | 2% | COc1ccccc1CNC(=O)c1oc2ccc3c(c2c1C)C(=O)CC(C)(C)O3 | -38%[59 µM] | ·
-12% | 0% | 69%[activator] | 3% | -14% | -13% | 4% | Cc1cc([N+](=O)[O-])nn1CC(=O)c1ccccc1 | 8% | ?
-34% | 2% | 11% | 4% | -6% | -5% | 7% | CC1=C(C(=O)Nc2ccccc2C)C(c2ccc(C)o2)NC(=S)N1 (stereo not given) | -41%[59 µM] | -20%
-18% | -5% | 12% | 7% | -18% | -2% | 12% | CC1CCCCN1C(=O)c1ccc(NC(=O)c2ccccc2Cl)cc1 (stereo not given) | -6% | -9%
-26% | 3% | 146%[activator] | -4% | -14% | -8% | 5% | N#CCCN1CCN(C2=NC(=O)/C(=C\c3cccs3)S2)CC1 | 3% | 1%
1% | -2% | -6% | · | -4% | -5% | 15% | COc1cccc(CNC(=O)Cn2c(C)c3cnn(-c4ccccc4)c(=O)c3c2C)c1 | 8%[59 µM] | -9%

Limited to Pol eta inh and JMJD2A Tudor inh, for some of the entries so far:
Compound | Pol eta inh | JMJD2A Tudor inh
CC1=C(C(=O)Nc2ccccc2C)C(c2ccc(C)o2)NC(=S)N1 (stereo not given) | -20% | -6%
CC1CCCCN1C(=O)c1ccc(NC(=O)c2ccccc2Cl)cc1 (stereo not given) | -9% | -18%
N#CCCN1CCN(C2=NC(=O)/C(=C\c3cccs3)S2)CC1 | 1% | -14%
COc1cccc(CNC(=O)Cn2c(C)c3cnn(-c4ccccc4)c(=O)c3c2C)c1 | -9% | -4%
